# High-throughput results as filed in PubChem BioAssay.
# PAFAH1B2 inh = inhibitors of human PAFAH1B2; recombinant PAFAH1B2, FP-rhodamine activity probe, fluorescence polarization; hit rate 1.2% among 340,000; inhibition, % at 3.39 µM; P68402;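 active = inhibition above the mean of all tested compounds plus 3 SD, cut at about 24% in these data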;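 note: 0% = enzyme with DMSO and 100% = wells lacking PAFAH1B2; many of its hits are not listed in these tables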
# Target sequence (P68402 whole entry, looked up): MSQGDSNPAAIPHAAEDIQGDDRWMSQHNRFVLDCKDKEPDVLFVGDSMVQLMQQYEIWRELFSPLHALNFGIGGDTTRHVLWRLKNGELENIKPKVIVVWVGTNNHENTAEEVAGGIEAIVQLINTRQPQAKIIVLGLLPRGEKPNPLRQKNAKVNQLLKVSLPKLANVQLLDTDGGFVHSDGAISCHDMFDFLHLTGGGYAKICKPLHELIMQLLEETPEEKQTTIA
# PREPL inh = human PREPL enzyme inhibition; recombinant PREPL, fluorescence polarization activity-based probe; inhibition, % at 5.96 µM; hit rate 0.68% among 320,000; in the data active = inhibition above about 43%;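 note: 0% = enzyme with DMSO and 100% = wells lacking enzyme; many of its hits are not listed in these tables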
# ZTA counter = ZTA (EBV) inhibition in EBNA-1 counter-screen; P03206; ZTA-DNA binding, fluorescence polarization; inhibition, % at 11 µM; hit rate 0.15% among 320,000; in the data active = inhibition above about 33%
# LYPLA1 inh = LYPLA1 (human) inhibition in PME1 counter-screen; O75608; recombinant LYPLA1, FP-Rh probe fluorescence polarization; inhibition, % at 5.9 µM; hit rate 0.16% among 320,000; AID 2174;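 active = inhibition above the mean of all tested compounds plus 3 SD, set per campaign, cut at about 14% in these data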;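 note: inhibitors block serine hydrolase probe labeling of LYPLA1 so polarization falls; 0% = enzyme with DMSO and 100% = wells lacking LYPLA1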
# PAFAH1B3 FP inh = PAFAH1B3 (human) inhibition; hit rate 0.28% among 340,000; inhibition, % at 3.39 µM; AID 492972; recombinant PAFAH1B3, FP-rhodamine probe, fluorescence polarization;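 active = inhibition above the screen-wide average of all tested compounds plus 3 SD, cut at about 25% in these data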;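 note: 0% = enzyme with DMSO only and 100% = wells lacking PAFAH1B3 protein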
# Target sequence (Q15102 whole entry, looked up): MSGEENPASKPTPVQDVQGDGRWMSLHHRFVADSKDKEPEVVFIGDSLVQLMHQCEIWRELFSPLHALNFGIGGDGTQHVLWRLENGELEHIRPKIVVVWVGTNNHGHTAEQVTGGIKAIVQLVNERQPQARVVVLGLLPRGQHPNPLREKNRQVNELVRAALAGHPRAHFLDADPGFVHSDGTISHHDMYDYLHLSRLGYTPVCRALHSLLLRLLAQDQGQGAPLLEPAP
# LYPLA2 inh = counter-screen for PME1 inhibitors: inhibitors of human LYPLA2 | O95372 | recombinant LYPLA2, FP-Rh probe fluorescence polarization | inhibition, % at 5.9 µM | hit rate 0.38% among 320,000;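 active = inhibition above the screen-wide mean plus 3 SD, limit set per campaign, cut at about 26% in these data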;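 note: 0% = LYPLA2 with DMSO and 100% = wells lacking LYPLA2 enzyme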
# pPAFAH FP inh = inhibitors of human plasma PAF acetylhydrolase (pPAFAH); inhibition, % at 3.39 µM; AID 463082; hit rate 1.5% among 330,000; Q13093; recombinant pPAFAH, FP-rhodamine probe fluorescence polarization;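 active = inhibition above the mean inhibition across the screen plus 3 SD, cut at about 25% in these data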;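 note: inhibitors block binding of the rhodamine activity-based probe so polarization drops; 0% = enzyme with DMSO and 100% = wells lacking pPAFAH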
# PAFAH2 inh = PAFAH2 (human) inhibition; Q99487; recombinant PAFAH2, FP-rhodamine activity probe, fluorescence polarization; inhibition, % at 3.39 µM; hit rate 0.99% among 340,000; AID 492956;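 active = inhibition above the mean over all tested compounds plus 3 SD, cut at about 30% in these data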;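 note: inhibitors block probe labeling of enzyme so polarization drops; 0% = enzyme with DMSO and 100% = wells lacking PAFAH2 protein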
# EBNA-1 inhibitor = blocks EBNA-1 binding to DNA; EBNA-1 DNA binding, fluorescence polarization; inhibition, % at 14.8 µM; hit rate 0.34% among 300,000; in the data active = inhibition above about 28%
# Starred values were filed as active, the others as inactive; / = not tested or not shown.
# Every second line gives: PAFAH1B2 inh	PREPL inh	ZTA counter	LYPLA1 inh	PAFAH1B3 FP inh	LYPLA2 inh	pPAFAH FP inh	PAFAH2 inh	EBNA-1 inhibitor
1) CCOc1ccc(-c2cc(CCCC(=O)NCCCOC)no2)cc1
→ 3	5	-6	-3	1	9	2	4	-3
2) Cc1ccc(C)c(C(C)NC(=O)C2CCCO2)c1 (configuration not stated)
→ 5	1	0	-5	2	3	0	3	3
3) CC(=O)NC(CC(=O)NC(C)c1ccc(Cl)cc1Cl)c1ccccc1 (configuration not stated)
→ 19	-11	-12	2	8	0	-4	8	-8
4) Cc1cnc2cc([N+](=O)[O-])ccc2n1
→ 3	6	-8	-2	3	-1	3	-4	-4
5) Cc1cc(-c2ccccc2)nc(-c2ccccc2)c1C
→ -2	7	8	-2	-5	3	4	2	3
6) COc1ccc(-c2csc(NC(=O)CN3C(=O)CCC3=O)n2)c(OC)c1
→ 2	-8	-7	4	1	-1	2	-3	2
7) CCN1CCN(c2ccc(S(=O)(=O)N3CCOCC3)cc2NC(=O)CCOc2ccccc2)CC1
→ -1	16	3	-3	-1	3	3	8	8
8) COc1ccc(CC(=O)NCCS(=O)(=O)N2CCN(c3ccc(F)cc3)CC2)cc1OC
→ -1	-34	4	-3	3	1	9	7	-8
9) Cc1cc(OCC(=O)N(C)c2c(N)n(Cc3ccccc3)c(=O)[nH]c2=O)c(C(C)C)cc1Cl
→ 0	0	11	0	2	-6	0	0	10
10) Cc1cc(S(=O)(=O)N2CCCC2)ccc1OCC(=O)NCc1ccco1
→ 1	10	-2	1	1	7	1	-3	-6
11) C#CCOCCOCCOCCNc1nc(N2CCN(C(=O)[C@H](CC(N)=O)n3cc([C@@H](N)C(C)C)nn3)CC2)nc(N2CCN(C(=O)[C@H](CC(N)=O)n3cc([C@@H](N)C(C)C)nn3)CC2)n1
→ 2	-4	/	/	23	/	2	10	/
12) Cn1c(N)c(C(=O)COC(=O)C2CCC(C(C)(C)C)CC2)c(=O)n(C)c1=O (configuration not stated)
→ 11	-8	4	-7	-5	-8	-3	2	-3
13) Cc1ccc(NC(=O)N2CCCC(C(=O)O)C2)cc1 (configuration not stated)
→ 7	-5	20	1	1	2	0	-3	7
14) Cn1c(SCC(=O)N2CCOCC2)nnc1-c1ccccc1
→ -2	26	8	-3	-13	7	-4	-4	10
15) CN1CCN(CCCNC(=O)c2ccc(Cn3c(=S)[nH]c4ccc(Br)cc4c3=O)cc2)CC1
→ 3	9	1	-5	5	-7	-4	1	2
16) O=C1c2ccccc2C(=O)N1CCc1c[nH]c2ccc(O)cc12
→ -3	15	-1	-1	2	-5	3	-7	5

# Single records, as listed above.
# COc1ccc(-c2csc(NC(=O)CN3C(=O)CCC3=O)n2)c(OC)c1 as listed: PAFAH1B2 inh = 2; PREPL inh = -8; ZTA counter = -7; LYPLA1 inh = 4; PAFAH1B3 FP inh = 1; LYPLA2 inh = -1; pPAFAH FP inh = 2; PAFAH2 inh = -3; EBNA-1 inhibitor = 2
# O=C1c2ccccc2C(=O)N1CCc1c[nH]c2ccc(O)cc12 as listed: PAFAH1B2 inh = -3; PREPL inh = 15; ZTA counter = -1; LYPLA1 inh = -1; PAFAH1B3 FP inh = 2; LYPLA2 inh = -5; pPAFAH FP inh = 3; PAFAH2 inh = -7; EBNA-1 inhibitor = 5

# In a second layout: 4 of the compounds above.
3) CC(=O)NC(CC(=O)NC(C)c1ccc(Cl)cc1Cl)c1ccccc1 (configuration not stated)
  PAFAH1B2 inh: 19	PREPL inh: -11	ZTA counter: -12	LYPLA1 inh: 2	PAFAH1B3 FP inh: 8	LYPLA2 inh: 0	pPAFAH FP inh: -4	PAFAH2 inh: 8	EBNA-1 inhibitor: -8
4) Cc1cnc2cc([N+](=O)[O-])ccc2n1
  PAFAH1B2 inh: 3	PREPL inh: 6	ZTA counter: -8	LYPLA1 inh: -2	PAFAH1B3 FP inh: 3	LYPLA2 inh: -1	pPAFAH FP inh: 3	PAFAH2 inh: -4	EBNA-1 inhibitor: -4
5) Cc1cc(-c2ccccc2)nc(-c2ccccc2)c1C
  PAFAH1B2 inh: -2	PREPL inh: 7	ZTA counter: 8	LYPLA1 inh: -2	PAFAH1B3 FP inh: -5	LYPLA2 inh: 3	pPAFAH FP inh: 4	PAFAH2 inh: 2	EBNA-1 inhibitor: 3
6) COc1ccc(-c2csc(NC(=O)CN3C(=O)CCC3=O)n2)c(OC)c1
  PAFAH1B2 inh: 2	PREPL inh: -8	ZTA counter: -7	LYPLA1 inh: 4	PAFAH1B3 FP inh: 1	LYPLA2 inh: -1	pPAFAH FP inh: 2	PAFAH2 inh: -3	EBNA-1 inhibitor: 2

# An excerpt; count on the stated rates, not on these rows.
